# S3 lipid droplet – qHTS Assay for Lipid Storage Modulators in Drosophila S3 Cells; 320,000 tested, 0.64% active; Drosophila S3 cells, BODIPY lipid droplet fluorescence, 18-24 h; cells fed with added oleic acid; Potency in µM for hits, for the others lipid storage change, negative = inhibition, % at the top dose, mostly 46.1 µM; active = well fitted inhibition curve with a large enough effect in the signal ratio, with a control signal flat, not every such curve was filed as active; inconclusive = small, poorly fitted or top-dose-only effect, or effect the other way, or a change in a side signal; the % refers to the signal ratio
#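 Drosophila S3 cells loaded with oleic acid (400 uM, as added) and compounds at several concentrations; lipid droplets imaged by 488-nm laser-scanning cytometry, 500–530 nm intensity and object ratio to cell channel. Percent activity normalized to 20 uM Triacsin C.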
# S3 lipid droplet cell count max – further read-out of S3 lipid droplet, marked with its call; cell number change, %; measured here: cell count max response;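 cells counted by Cell Tracker Red CMTPX staining in the red channel; peak over a dose series mostly up to 46.1 µM; percent activity relative to internal control wells on each plate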
# * = called active by the depositor; i = inactive; ? = inconclusive; nt = no result given. % is scaled to controls: 0 for no effect and ±100 for the full control effect; potency is read from the fitted curve at half-maximal effect.
molecule | S3 lipid droplet | S3 lipid droplet cell count max
Cn1c(=O)n(Cc2ccccc2Br)c2ccccc21 | -7% | -1
CC1CCC(NC(=O)COc2ccccc2C(N)=O)CC1 (stereo unspecified) | i | nt
Cc1ccc(C(=O)NCC(=O)OC(C)C(=O)Nc2ccc(N3CCOCC3)cc2)s1 (stereo unspecified) | -3% | 1
COc1ccc(Br)cc1C(=O)Nc1ccc(Cc2ccncc2)cc1 | -4% | 0
COc1ccc(OCC(=O)Nc2ccc(S(=O)(=O)N3CCN(C)CC3)cc2)cc1 | -11% | -8
CC1CCCN(C(=O)Cn2cnc3c2c(=O)n(C)c(=O)n3C)C1 (stereo unspecified) | 1% | nt
O=C(CNC(=O)Cc1ccccc1)N=Nc1c(O)[nH]c2ccc(Br)cc12 | ? | nt
O=c1c(Cc2ccc(F)cc2)c(O)ccn1Cc1cccc(Cl)c1 | ? | nt
COc1ccc(NC(=O)COc2ccc(/C=N/NC(=O)c3cccnc3)cc2OC)cc1 | 13% | 14
C(=C\c1ccccc1)/C=N/Nc1nncc(-c2ccccc2)n1 | ? | nt
CCc1nnc(NC(=O)COc2ccccc2[N+](=O)[O-])s1 | 10% | 9
COc1ccc(C2=C(CN(C)C)C(c3ccccc3)c3ccccc3O2)cc1 (stereo unspecified) | ? | nt
COc1ccc2[nH]c(=O)c(CN(C(=O)COc3ccccc3)C(C)C)cc2c1 | 20% | -9
CCCC(=O)Nc1ccccc1N1CCN(C(=O)c2ccccc2)CC1 | ? | nt
CCCCNC(=O)CCc1nc2cccnc2n1Cc1ccc(OC)cc1 | ? | nt
COC(=O)c1ccc(OCCN2CCCCCC2)cc1 | ? | nt
CC(OC(=O)C1CC(=O)N(Cc2ccccc2)C1)C(=O)Nc1ccc(F)cc1Cl (stereo unspecified) | 15% | 23
CCN(CC(=O)NCc1ccc(Cl)cc1)C(=O)/C=C/c1ccc(C#N)cc1 | ? | nt
O=C(N/N=C/c1cc([N+](=O)[O-])cc([N+](=O)[O-])c1O)/C(=C\c1cccs1)NC(=O)c1ccccc1 | 8% | 5
Cc1c(C(=O)OC(C)CCN(C)C)oc2ccccc12 (stereo unspecified) | ? | nt

# Individual results from above.
# `COc1ccc2[nH]c(=O)c(CN(C(=O)COc3ccccc3)C(C)C)cc2c1` | S3 lipid droplet: 20%
# `CCc1nnc(NC(=O)COc2ccccc2[N+](=O)[O-])s1` | S3 lipid droplet: 10%

# Other compounds follow.
molecule | S3 lipid droplet | S3 lipid droplet cell count max
O=C(CCNC(=O)c1ccc([N+](=O)[O-])cc1)Nc1ccccc1N1CCCC1 | i | -10
Cc1c(Cl)c(C(F)(F)F)nn1CC(=O)N1CCSCC1 | 3% | 1
NS(=O)(=O)c1ccc(N/N=C/c2ccc[nH]2)c([N+](=O)[O-])c1 | -2% | 0
O=C(Cn1cc(C(=O)C(F)(F)F)c2ccccc21)NCc1ccco1 | 3% | -7
COc1ccc(NC(=O)CSc2nnnn2C2CCCCC2)c(OC)c1 | ? | nt
COc1ccc(Br)cc1CNC(C)c1ccccc1 (stereo unspecified) | 5% | -6
CCOC(=O)C1=C(Cc2ccc(C)cc2)C(=O)c2ccccc2C1=O | ? | nt
O=C(NC(=S)Nc1ccc2c(c1)OCO2)c1ccc(Cl)cc1 | ? | nt
COc1ccc(C(=O)N/C(=C/c2ccccc2F)C(=O)NCCN2CCOCC2)cc1OC | ? | nt
COCCN=C1NN=C(c2ccc(NC(C)=O)cc2)CS1 | 1% | -6
CCCC(=O)NCCc1nc2ccccc2n1CCC | ? | nt
Cc1ccc(S(=O)(=O)N2CCC(C(=O)Nc3nnc(-c4ccc(F)cc4)s3)CC2)cc1 | 7% | -1
COc1cc(OC)cc(C(=O)N[C@H](C(=O)Nc2ccc3c(c2)OCO3)C(C)C)c1 | ? | nt
S=c1nc(C2CC2)[nH]c2ccccc12 | i | nt
CN1C(C(=O)NCC2CC2)CC2Cn3c(nc4ccccc43)C21 (stereo unspecified) | ? | nt
O=C(c1ccccc1)N1CCN(C(=O)c2ccccc2)CC1 | 9% | 0
Cc1nc(Cc2nnc(SC(C)C(=O)Nc3cccc(C#N)c3)o2)cs1 (stereo unspecified) | -8% | -10
NCCCSC1=NCCCN1 | ? | nt
Cc1nn(CC(=O)NCC(C)c2ccccc2)c(=O)c2cccn12 (stereo unspecified) | ? | nt
CN(Cc1ccccc1)C(=O)c1nc[nH]c1C(=O)N(C)Cc1ccccc1 | 3% | 14

# Three structures out of the list, arranged by SMILES length, rising.
molecule | S3 lipid droplet | S3 lipid droplet cell count max
O=C(c1ccccc1)N1CCN(C(=O)c2ccccc2)CC1 | 9% | 0
Cc1nn(CC(=O)NCC(C)c2ccccc2)c(=O)c2cccn12 (stereo unspecified) | ? | nt
Cc1nc(Cc2nnc(SC(C)C(=O)Nc3cccc(C#N)c3)o2)cs1 (stereo unspecified) | -8% | -10

# Later entries
molecule | S3 lipid droplet | S3 lipid droplet cell count max
Clc1ccccc1OCc1nnc2n1CCCCC2 | 0% | nt
CCC(=O)NNc1nc2c(F)cc(F)cc2s1 | ? | nt
CCOc1ccc(S(=O)(=O)Nc2ccc(C(=O)NCC(c3ccco3)N(C)C)cc2)cc1 (stereo unspecified) | ? | nt
COc1ccc(N2CCN(C(CNC(=O)c3cccs3)c3ccco3)CC2)cc1 (stereo unspecified) | ? | nt
Cc1ccc2nc(C(F)C(F)(F)F)[nH]c2c1 (stereo unspecified) | ? | nt
CCN(C(=O)CSc1nc2ccccc2n1CC)C1CCS(=O)(=O)C1 (stereo unspecified) | ? | nt
Cc1ccccc1OCC(O)Cn1c2ccccc2c2ccccc21 (stereo unspecified) | ? | nt
O=C(Nc1ccccc1)Oc1ccc[nH]c1=O | 2% | 24
C=CCn1c(N)c(C(=O)Nc2ccc(C)cc2)sc1=S | ? | nt
OCC1(Cc2cccc(C(F)(F)F)c2)CCN(Cc2cc3ccccc3o2)CC1 | ? | nt
CCOCCCNCc1cc(Cl)cc(Cl)c1OCC | 5% | -6
N#Cc1cc2cc3c(cc2nc1SCC(=O)N1CCCC1)OCCO3 | i | -5
CCOC(=O)c1nn(-c2ccc(F)cc2)c(=O)c2c(N)scc12 | ? | nt
CCOC(=O)[C@H]1[C@H]2COc3ccc(Br)cc3[C@@H]2N2C(=O)CN(CC3CCCO3)C(=O)[C@@]12C (stereo partly specified) | ? | nt
COc1ccc2nc(SCC(=O)NN)cc(C)c2c1 | ? | nt
CC(=O)Nc1ccc(S(=O)(=O)NCCC(=O)OC(C)C(=O)NC2(C#N)CCCCC2)cc1 (stereo unspecified) | ? | nt
O=C(Cn1cnc2cc([N+](=O)[O-])ccc2c1=O)Nc1cccc(S(=O)(=O)N2CCOCC2)c1 | ? | nt
CCNC(=O)C(C)NC(=O)C1=NN(c2ccccc2)C(=O)CC1 (stereo unspecified) | ? | nt
Clc1ccc(-c2ccc(CNCC3CCCO3)o2)cc1 (stereo unspecified) | ? | nt
CN(CC(=O)Nc1ccccc1Cl)C(=O)COC(=O)c1nc(Cl)c(Cl)c(Cl)c1Cl | ? | nt
N#Cc1cnn(Cc2ccccc2)c1N | 4% | 0
O=C(Cn1ncc2c(=O)oc3ccccc3c21)N1CCN(c2ccccn2)CC1 | ? | nt
COCCNC(=O)COC(=O)C1=Cc2ccccc2OC1 | 6% | 12
CCOCCCNC(=O)C1CCN(S(=O)(=O)c2ccc(C)cc2)CC1 | 8% | 16
O=c1c2ccccc2c(-c2ccccc2)nn1Cc1ccccc1 | ? | nt
c1ccc2cc3[nH]c(CN4CCOCC4)nc3cc2c1 | -1% | -21
CCOC(=O)CC(=O)c1[nH]c(C)c(C(=O)OCC)c1C | ? | nt
CCOc1ccc(NC(=O)C(Cc2ccccc2)N2C(=O)c3cccc4cccc(c34)C2=O)cc1 (stereo unspecified) | -7% | -8
CCC(=O)N1CCc2cc(S(=O)(=O)Nc3ccc4c(c3)OCCO4)ccc21 | ? | nt
CCc1noc(C)c1C(=O)OCC(=O)c1ccc(OC)c(OC)c1 | ? | nt
Cc1ccc(OC(C)c2nnc(N)s2)cc1Cl (stereo unspecified) | ? | nt
CCCCCC(=O)NC(NC(=S)Nc1ccc(S(N)(=O)=O)cc1)C(Cl)(Cl)Cl (stereo unspecified) | -1% | -13
O=C(COC(=O)c1ccc(O)cc1)Nc1ncc(Cl)cc1Cl | ? | nt
CCOC(=O)c1ccccc1NC(=O)C1=COCCO1 | ? | nt
O=C1SCC(c2ccccc2)=NN1Cc1ccccc1 | ? | nt
Cc1cc(C)c(S(=O)(=O)Nc2ccc3c4c(cccc24)CC3)c(C)c1 | -5% | -8
N#CC(c1ccccc1)c1cnccn1 (stereo unspecified) | ? | nt
COc1ccccc1NC(=O)Nc1cnccn1 | ? | nt
COc1ccc(OC)c(S(=O)(=O)N2CCC(C(=O)NCc3ccccn3)CC2)c1 | ? | nt
COc1ccc(S(=O)(=O)N2CCOCC2)cc1NC(=O)CSc1nnc2c(n1)[nH]c1ccccc12 | -9% | 0
CCN(C(=O)c1ccnn1C)c1ccccc1 | -4% | 11
CCOc1cc(N(CC)CC)ccc1/C=C(/C#N)c1nc2ccccc2[nH]1 | ? | nt
COc1cccc(CN2CC(C(=O)NCc3ccc(C)c(F)c3)CCC2=O)c1 (stereo unspecified) | 24% | 19
CC(NC(=O)CCC(=O)c1cccs1)c1ccccc1 (stereo unspecified) | 26% | nt
Cc1ccc(C(C)n2cc(C(=O)NCc3cccnc3)nn2)cc1 (stereo unspecified) | ? | nt
Cc1cccc(Nc2nc(NC(C)C)nc(Oc3ccc(=O)n(C)n3)n2)c1 | ? | nt
O=C1OCC(CO)(CO)N=C1NNc1cc(Cl)ccc1Cl | ? | nt
CCc1nnc(NC(=O)CSc2nnc(Cc3ccccc3)o2)s1 | i | 17
COc1cc(C(=O)NCC2(N(C)C)CCCCC2)ccc1OCc1ccccc1 | ? | nt
N#C/C(=C(\O)c1cc(Cl)sc1Cl)c1nc2ccccc2[nH]1 | ? | nt

# Going on with the list.
molecule | S3 lipid droplet | S3 lipid droplet cell count max
CCn1nccc1C(=O)Nc1ccc(Cl)cn1 | ? | nt
CCOc1ccc(N(CC(=O)NCCc2ccc(C)cc2)S(=O)(=O)c2c(C)noc2C)cc1 | i | -5
O=C(CCN1C(=O)/C(=C/c2ccccc2)SC1=S)NC1CCS(=O)(=O)C1 (stereo unspecified) | ? | nt
CCOc1ccc(S(=O)(=O)N(CC(=O)NCc2cccnc2)c2ccc(F)cc2)cc1 | ? | nt
CC(=O)c1cc(-c2ccc(F)cc2)n(CCC(=O)Nc2cccnc2)c1C | 2% | nt
CC(=O)Nc1c(C)ccc(S(N)(=O)=O)c1C | ? | nt
OCCC1CN(Cc2nc3ccccc3s2)CCN1C1CCCCC1 (stereo unspecified) | 16% | -8
COC(=O)c1ccc2c(C(C)(C)O)c(C(C)(C)O)[nH]c2c1 | 14% | 6
CC1CC(C)CN(C(=O)c2ccc(CNc3c(N4CCCC4)c(=O)c3=O)cc2)C1 (stereo unspecified) | 13% | nt
COc1ccc(NC(=O)CCCC(=O)c2ccccc2)cc1 | ? | nt
Cc1c(O)nc(SCC(=O)Nc2ccc3c4c(cccc24)CC3)n(-c2ccc(F)cc2)c1=O | ? | nt
O=C1N/C(=N\N=C\c2ccc3ncccc3c2)SC1Cc1ccc(SC(F)F)cc1 (stereo unspecified) | i | 17
CS(=O)(=O)Nc1nnc(Cc2ccccc2)s1 | 6% | 2
COc1ccc(/C(C)=C(\C#N)C(=O)OC(C)C)cc1OC | 8% | 2
C=CCNC(=O)C(=O)Nc1ccc2c(c1)N(S(=O)(=O)c1cccs1)CCC2 | ? | nt
O=S(=O)(Nc1nc2ccccc2nc1OCC(F)(F)F)c1cccs1 | -7% | 8
Cc1ccc(S(=O)(=O)N(C)C)cc1NC(=S)NC(C)CCCC(C)C (stereo unspecified) | ? | nt
Cc1cc(Cl)ccc1OCC(=O)OC(C)C(=O)NC(N)=O (stereo unspecified) | ? | nt
CCN(CC)S(=O)(=O)c1cccc(NC(=O)C2SC(=Nc3ccc(C)cc3C)C(C(=O)NC(C)COC)=C2N)c1 (stereo unspecified) | ? | nt
COCCn1c(=O)[nH]c2cc(C(=O)NCCCN3CCN(c4ccc(F)cc4)CC3)ccc2c1=O | ? | nt
O=C(Cc1ccc2ccccc2c1)Nc1ccccc1Br | ? | nt
CCOC(=O)c1c(NC(=O)c2ccccc2C(=O)O)sc2c1CCC2 | i | 7
COc1ccc(-n2c(C)cc(C(=O)Cn3c(NCCO)nc4ccccc43)c2C)cc1 | ? | nt
CCC(=O)N1CCc2cc(S(=O)(=O)CCC(=O)Nc3ccc(C)cn3)ccc21 | ? | nt
CC1CCN(CCCNC(=O)CCCNC(=O)Cn2cnc3sc4c(c3c2=O)CCCC4)CC1 | ? | nt
Cc1cc([N+](=O)[O-])ccc1-c1ccc(/C=N/NC(=O)c2ccc(Br)o2)o1 | ? | nt
CCOC(=O)CSc1nsc(SCC(=O)OCC)c1C#N | 9% | -4
COc1ccc(-c2cn3ccsc3n2)cc1 | 8% | 0
COc1ccc(OCC(=O)Nc2c3c(nn2-c2ccc(OC)cc2)CS(=O)(=O)C3)cc1 | ? | nt
CC(=O)c1c2c3c(c(Br)ccc3n(C)c1=O)C(=O)c1ccccc1-2 | ? | nt
C=CCSC1=C(C#N)C2(CCCCC2)C(C#N)C(=O)N1 (stereo unspecified) | ? | nt

# This is a subset (hit frequency here may not be typical).
